Compound activity (PubChem BioAssay)
Luc counter: Kinase-Glo luciferase inhibition (counter-screen); Potency, µM (series often up to 38.3 µM), without a hit: at the top dose activity change, negative = inhibition, hits mostly inhibitors; actives 0.28% (n = 200,000); Q27757; Kinase-Glo luciferase, ATP luminescence, 8 min; further: on the % scale 0 is the no-effect control and ±100 the full control effect; nearly all actives have a fitted effect of over 60% in size
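Recombinant Kinase-Glo luciferase, 10 uM ATP (linear range), luciferin; imidazole pH 7.2 / KCl / MgCl2 / Tween / BSA buffer; 8 min RT; luminescence.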
RECQ1 inh: RECQ1 (human) helicase inhibition; actives 0.54% (n = 240,000); AID 2549; RECQ1 DNA unwinding, red fluorescence kinetic read; Potency, µM (doses to about 57.3 µM), inactives show at the top dose activity, negative = inhibition, usual class: inhibitors; P46063;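 further: plate controls were vehicle for no effect and no enzyme for full effect; nearly all actives have a fitted effect of over 30% in size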
Target sequence (P46063 whole entry, looked up): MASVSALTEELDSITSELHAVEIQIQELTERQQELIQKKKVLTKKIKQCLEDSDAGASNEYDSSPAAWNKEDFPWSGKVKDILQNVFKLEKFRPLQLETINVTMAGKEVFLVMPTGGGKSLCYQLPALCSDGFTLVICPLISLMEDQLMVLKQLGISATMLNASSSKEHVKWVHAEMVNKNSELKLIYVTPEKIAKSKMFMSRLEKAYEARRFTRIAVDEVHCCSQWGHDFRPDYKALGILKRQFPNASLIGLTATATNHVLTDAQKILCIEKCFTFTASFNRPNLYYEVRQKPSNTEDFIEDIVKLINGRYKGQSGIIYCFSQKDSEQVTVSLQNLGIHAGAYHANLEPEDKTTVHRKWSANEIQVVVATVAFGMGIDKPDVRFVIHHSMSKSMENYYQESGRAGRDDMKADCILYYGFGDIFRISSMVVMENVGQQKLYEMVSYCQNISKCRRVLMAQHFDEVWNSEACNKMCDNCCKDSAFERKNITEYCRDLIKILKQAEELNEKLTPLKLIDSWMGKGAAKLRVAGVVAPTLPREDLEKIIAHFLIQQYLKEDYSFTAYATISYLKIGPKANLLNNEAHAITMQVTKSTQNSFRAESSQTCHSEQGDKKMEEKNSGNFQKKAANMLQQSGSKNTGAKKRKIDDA
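50 nM RECQ1T1 preincubated 15 min with compound in Tris pH 8.0 buffer with MgCl2, DTT, Tween-20 and 2.5 ug/ml poly(dI-dC); started with 200 nM TAMRA/BHQ-2 forked duplex and 2 mM ATP. Unwinding read as fluorescence (525/598 nm), two reads 2 h apart.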
JMJD2E inh: inhibitors of human JMJD2E histone demethylase; Potency, µM (highest dose often 57.1 µM), inactives show at the highest dose activity change, negative = inhibition, most hits filed as inhibitors; actives 1.6% (n = 230,000); JMJD2E catalytic domain, FDH-coupled NADH fluorescence (FDH is formaldehyde dehydrogenase); B2RXH2; active means well fitted inhibition curve with a large enough effect, not every such curve was filed as active; inconclusive means small, poorly fitted or top-dose-only effect, or another doubt; inactive means no such curve, though single readings can be large or run the other way;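 further: 0% = wells with enzyme and -100% = buffer wells without enzyme; nearly all actives have a fitted effect of over 50% in size; many of its hits are not listed in these tables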
IMPase Li cell: IMPase inhibition in cells with lithium potentiation; Potency, µM (highest dose often 59.4 µM), without a hit: top-dose activity, negative = IMPase inhibition, hits mostly inhibitors; actives 0.35% (n = 210,000); AID 1457; CHO-M1 cells, IP1 TR-FRET (IP-One), carbachol + lithium;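 further: IP1 builds up when IMPase is blocked and the TR-FRET signal falls; plate controls were basal vehicle for no effect and high inhibitor control for full effect; nearly all actives have a fitted effect of over 50% in size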
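IP1 accumulation measured by competitive TR-FRET in lysed CHO-M1 cells after 30 min compound exposure at 37C, with a small lithium addition to potentiate weak responses. Hill-equation AC50 from ratio and donor-channel data.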
NPSR antagonist: antagonists of human neuropeptide S receptor cAMP signaling; CHO-NPSR cells, cAMP TR-FRET, antagonist mode; Potency, µM (series often up to 38.3 µM), for inactives: at the highest dose activity change, negative = inhibition, usual class: inhibitors; actives 1% (n = 220,000); Q6W5P4; AID 1461; further: on the % scale 0 is the no-effect control and ±100 the full control effect; nearly all actives have a fitted effect of over 50% in size; many of its hits are not listed in these tables
Target sequence (Q6W5P4 whole entry, looked up): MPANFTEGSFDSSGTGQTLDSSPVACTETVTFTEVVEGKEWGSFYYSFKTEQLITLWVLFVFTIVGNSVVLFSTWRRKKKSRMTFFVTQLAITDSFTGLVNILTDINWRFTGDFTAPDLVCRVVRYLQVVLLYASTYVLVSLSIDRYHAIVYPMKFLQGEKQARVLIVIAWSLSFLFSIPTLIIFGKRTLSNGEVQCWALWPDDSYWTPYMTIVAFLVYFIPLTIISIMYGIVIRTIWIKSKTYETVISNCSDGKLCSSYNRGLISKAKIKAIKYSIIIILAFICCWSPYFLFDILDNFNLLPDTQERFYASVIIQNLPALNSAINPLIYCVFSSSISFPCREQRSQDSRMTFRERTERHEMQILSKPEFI
RGS12 GoLoco inh: inhibitors of human Gai1-RGS12 GoLoco interaction (red fluorophore); P63096; Gai1:RGS12 GoLoco peptide FP, rhodamine, 10 min; Potency, µM (doses to about 61.6 µM), for inactives: at the highest dose activity, negative = inhibition, hits mostly inhibitors; actives 0.44% (n = 230,000); active means well fitted inhibition curve with a large enough effect, not every such curve was filed as active; inactive means no such curve, though single readings can be large or run the other way; further: on the % scale 0 is the no-effect control and ±100 the full control effect; nearly all actives have a fitted effect of over 30% in size; many of its hits are not listed in these tables
Epigenetic reg: derepresses silenced GFP reporter in murine cells; murine LDR cells, GFP reporter derepression, 30 h; actives 0.2% (n = 280,000); Potency, µM (titrated, usually from 53.9 µM), inactives show at the highest dose GFP activation, usual class: activators; further: % of control where 0% means no effect; nearly all actives have a fitted effect of over 60% in size
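Murine LDR cells bearing a silenced CMV-driven GFP reporter were exposed to compound for 30 h at 37 C. After PBS washes, GFP-positive cells (20-120 um objects) counted by laser-scanning microplate cytometry.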
SMN2 splice enh: enhancers of SMN2 splice variant expression; actives 2.8% (n = 210,000); AID 1458; HEK293 SMN2-luciferase splicing reporter, luminescence, 30-36 h; Potency, µM (top dose mostly 46.1 µM), for inactives: top-dose activity change, positive = activation, actives largely listed as activators; further: % of control where 0% means no effect; nearly all actives have a fitted effect of over 55% in size
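qHTS luciferase splicing reporter: luminescence rises when SMN2 exon 7 is included in transfected HEK293 cells. Compound exposure lasted 30-36 h at 37C, with 4.5 mM final sodium butyrate as control, followed by a ONE-Glo read.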
* hit, by the source's call; i = inactive; ? = inconclusive; nt = no result given; & = joins results of further samples; [ ] = dose if it differs, or a comment. Unless noted, the call rests on the fitted dose curve; in most records, active means well fitted curve in the direction sought with a large enough effect; inconclusive means small, poorly fitted or top-dose-only effect, or another doubt; inactive means no such curve, though single readings can be large; an effect the other way counts as inactive or inconclusive. Potency means the concentration at half of the fitted maximal effect. A portion of the library; count on the stated rates, not on these rows.

Compound	Luc counter	RECQ1 inh	JMJD2E inh	IMPase Li cell	NPSR antagonist	RGS12 GoLoco inh	Epigenetic reg	SMN2 splice enh
COc1cccc(NC(=O)C2CC(=O)N/C(=N/NC(=O)c3ccc(C)cc3)S2)c1 (stereo not given)	nt	1%	2%	nt	-9%	4%	0.1%	nt
N#CCCn1c(=O)c(-c2cccs2)nc2cnc(Oc3ccccc3)nc21	-5%	i	nt	?	nt	4%	nt	-10%
Cc1nc2nc(C)c(CCC(=O)NC(C)c3ccc4c(c3)OCCO4)c(C)n2n1 (stereo not given)	-3%	1%	7%	-10%[38.3 µM]	8%[46.1 µM]	5%	-1.1%	10%
CCc1c(C)n2nc(C)cc2[nH]c1=O	-4%	i	?	15%[38.3 µM]	2%[46.1 µM]	6%	-1.0%	21%
Cc1nnc(SCC(C)C)[nH]c1=O	-3%	12%	-9%	1%[38.3 µM]	4%[46.1 µM]	5%	-2.1%	6%
N/C(=N\OC(=O)c1ccc2c(c1)OCO2)c1ccncc1	nt	i	-1%	nt	16%	13%	-2.2%	nt
O=C(/C=C/c1ccccc1)OC1CC(O)C2(O)C=CO[C@@H](OC3OC(CO)C(O)C(O)C3O)C12 (stereo not given in full)	-1%	1%	?	4%	nt	2%	2.2%	6%
COc1ccc(CC(=O)NCc2nn(-c3ccccc3)nc2C)cc1OC	nt	-11%	-7%	nt	-5%	5%	1.1%	nt
CCOC(=O)CSc1nc2sccc2c(=O)[nH]1	15%	-3%	0%	12%[38.3 µM]	-5%[46.1 µM]	-1%	1.0%	1%
C=CCn1c(SCC(=O)NC(=O)c2cccn2C)nc2ccccc2c1=O	4%	-5%	-12%	-29%	-7%	20%	1.9%	29%
O=C(NCc1ccncc1)C1=NN(c2ccccc2)C(=O)CC1	2%	-5%	-3%	-3%	-3%	4%	-0.6%	-7%
CCS(=O)(=O)Nc1cc(-c2nc3cccnc3s2)ccc1C	-3%	-13%	?	-6%[38.3 µM]	2%[46.1 µM]	29%	0.0%	11µM*
N#CCC(=O)Nc1ncc(Cc2ccccc2Cl)s1	-2%	i	?	-3%	9%	11%	-1.5%	-2%
Cc1cc(C)cc(OC(=O)CCN2C(=O)C3C4C=CC(C5CC45)C3C2=O)c1 (stereo not given)	1%	-2%	-12%	2%	-6%	3%	-2.6%	-8%
CCC(C)[C@@H](C(=O)Nc1ccc(OC)c(OC)c1)N1Cc2ccccc2C1=O (stereo not given in full)	0%	i	-31%	10%[38.3 µM]	-15%[46.1 µM]	9%	1.4%	-3%
CCc1c(C)nc2ccc(Br)cc2c1SCCC#N	-1%	-3%	0%	-21%	-28%	0%	-1.3%	-24%
COC(=O)N/N=C(\C)c1ccc2ccccc2c1OC(F)F	-2%	-5%	4%	-3%	6%	12%	-3.0%	-6%
NC1=NC2(CCCCC2)N(c2cccc(Cl)c2)C(N)=N1	17%	-15%	-7%	36%[38.3 µM]	-9%[46.1 µM]	-42%	0.0%	-18%
COc1cccc(-c2nn(C)c3sc(C(=O)NCc4ccc(C)cc4)cc23)c1	7%	-14%	?	23%[38.3 µM]	-24%[46.1 µM]	3%	-0.2%&-0.3%	-7%&-7%
CC1(C)Cc2c(sc3c2c(=O)n(-c2cccc(Cl)c2)c(=O)n3CC(N)=O)CO1	nt	12%	9%	nt	2%	2%	-2.7%	nt
CCN(C(=O)CSc1nnc(C)n1-c1ccccc1)C1CCS(=O)(=O)C1 (stereo not given)	7%	-1%	-9%	-2%	4%	9%	-0.1%	-3%
COc1ccc(-c2n[nH]c(=S)n2C2CCCCC2)cc1	2%	-6%	-1%	-4%[38.3 µM]	0%[46.1 µM]	2%	-0.9%	-11%
COc1ccc(-c2nnc3ccc(SC)nn23)cc1	-3%	2%	0%	-17%[38.3 µM]	-4%[46.1 µM]	6%	1.8%	-3%
C=CCOc1ccc2nc(NC(=O)OC)[nH]c2c1	-3%	-1%	-1%	22%[38.3 µM]	?	-6%	0.0%	11µM*
COc1cc(N)ccc1C(=O)O	-3%	i	1%	7%[38.3 µM]	4%[46.1 µM]	2%	-1.1%	-7%
COc1ccc(NC(=O)Nc2nnc(CC(=O)Nc3ccccc3)s2)cc1	nt	i	-3%	nt	-4%	15%	-0.1%	nt
O=C(COC(=O)c1ccc(Br)o1)NCc1cccs1	-5%	-2%	12%	23%[38.3 µM]	-14%[46.1 µM]	10%	7.2%	3%
O=C(O)Cn1cc2c(n1)CCCCC2	0%	-10%	2%	-5%[38.3 µM]	9%[46.1 µM]	3%	0.9%	10%
CCCc1ccc(OC(=O)c2cccs2)cc1	-1%	i	4%	-1%[38.3 µM]	-13%[46.1 µM]	-17%	-5.9%	-5%
COc1ccc(C)cc1S(=O)(=O)N(C)CC(=O)NC1CCCC1	-1%	-7%	-2%	-1%	15%	16%	-3.8%	12%
CCN(CCO)Cc1csc2ccc(C(C)(C)C)cc12	3%	i	?	-4%	11%	-17%	-0.9%	-10%
FC(F)(F)Oc1ccc(NC(=S)NCCCN2CCOCC2)cc1	1%	-5%	-7%	-3%	1%	13%	0.0%	-21%
CCn1ccnc1CN(C)Cc1nc(-c2ccccc2)no1	3%	5%	-6%	10%	-7%	13%	1.1%	nt
CN=C1SC(CC(=O)Nc2sc(C)c(C)c2C(=O)OC)C(=O)N1C (stereo not given)	0%	5%	-1%	-2%[38.3 µM]	-11%[46.1 µM]	6%	0.0%	-13%
CCOC(=O)CNC(=O)CSc1nnc(-c2cccc(C)c2)n1-c1ccc(OC)cc1	-1%	-4%	8%	25%[38.3 µM]	?	-1%	-0.3%	11%
O=C(c1ccccc1)N1N=C(c2ccccc2)CC1c1ccc2nccnc2c1 (stereo not given)	0%	-13%	-8%	4%	?	3%	0.0%	23%
O=C(NCCN1CCC(Cc2ccccc2)CC1)C1CCN(S(=O)(=O)N2CCC3(CC2)OCCO3)CC1	-2%	i	-3%	6%	2%	23%	-2.1%	-38%[inhibitor]
O=S(Cc1ccc(Br)cc1)Cc1nnc(SCc2c(Cl)cccc2Cl)n1-c1ccccc1 (stereo not given)	-1%	-21%	3%	38%[activator][38.3 µM]	10µM*	-14%	0.0%	-43%[inhibitor]
Cc1ccc(N/C=C(\C#N)S(=O)(=O)c2ccccc2)cc1	1%	i	14%	11%	-21%	13%	1.1%	-6%
CCCCC(=O)NC(NC(=O)CCCC)c1ccc(OCC(C)C)c(OC)c1	12%	3%	3%	-8%	-1%	-1%	0.1%	12%
COc1ccc(S(=O)(=O)n2ccnc2)c2cccnc12	0%	-1%	?	-2%[38.3 µM]	-3%[46.1 µM]	-3%	-1.1%	8%
COc1cc(C(=O)NCc2cccc3ccccc23)cc(Cl)c1OC	-1%	-13%	2%	-4%[38.3 µM]	-22%[46.1 µM]	-5%	3.8%	4%
CN(Cc1ccc(F)cc1)C(=O)c1cccc(OC2CCN(C3CCCC3)CC2)c1	nt	i	-3%	nt	-6%	16%	-5.6%	nt
C=CCn1c(C)cc(C(=O)COC(=O)[C@@H](NC(=O)c2ccccc2Cl)C(C)C)c1C	?	-5%	1%	21%	-3%	22%	1.5%	-2%
Cc1cc(C)n(-c2ccc(C(=O)Nc3cccc(S(=O)(=O)N(C)C)c3)cc2)n1	4%	-6%	11%	11%	18%	-5%	-1.0%	-66%[inhibitor]
COc1cc([C@H]2[C@@H]3CCCC[C@]3(O)CCN2CC(=O)Nc2ccc(C)cc2)ccc1O	-1%	-3%	3%	-1%[38.3 µM]	-24%[46.1 µM]	2%	1.5%	23%
Cc1cc(C)cc(NC(=O)CN2CCCN(S(=O)(=O)c3ccc(Br)s3)CC2)c1	0%	-13%	-2%	35%[activator][38.3 µM]	-29%[46.1 µM]	12%	-1.6%	2%
CCOC(=O)N1CCN(C(=O)COc2cccc3c2CCN(Cc2cccc(C)c2)C3=O)CC1	5%	-4%	2%	19%	7%	8%	-1.0%	-40%[inhibitor]
COC(=O)c1[nH]c2cc(OC)ccc2c1NC(=O)c1c(F)cccc1F	nt	6%	?	nt	3%	3%	7.0%	nt
O=C(O)C1CC=CCC1C(=O)Nc1ccccc1C(=O)N1CCN(c2ccc(Cl)cc2)CC1 (stereo not given)	0%	i	1%	6%	-26%	4%	-3.4%	-5%
Cc1ccccc1Oc1cc(NC(=O)Cn2cnc([N+](=O)[O-])c2)cc([N+](=O)[O-])c1	0%	-1%	-3%	-1%	-22%	17%	-2.9%	-47%[inhibitor]
COc1ccc(C(=O)NCC(=O)OCc2ccc(F)cc2)cc1	2%	-6%	7%	11%	13%	7%	-1.5%	15%
CC(C)(C)C1CCC(OCC(O)CN2CCN(c3ccccn3)CC2)CC1 (stereo not given)	2%	i	-9%	2%	-32%	12%	-2.2%	-15%
CC(C)OC(=O)CSc1nnc(COc2ccc([N+](=O)[O-])cc2)n1C	4%	i	14%	3%	6%	4%	0.9%	-1%
C[N+]1(C)C2CCC1CC(OC(=O)C(O)c1ccccc1)C2 (stereo not given)	-1%	14%	-2%	32%	nt	-59%	-1.3%	-5%
Nc1nc2ncc(C(=O)c3cc(F)ccc3O)cc2s1	nt	14%	-12%	nt	16%	16%	1.1%	nt
COc1cc(C(=O)N2CCCN(c3nc4cc(C)ccc4cc3C#N)CC2)cc(OC)c1OC	12%	13%	?	-11%[38.3 µM]	-29%[46.1 µM]	-6%	-0.9%	-11%
O=C(NC1CC1)c1sc2cc([N+](=O)[O-])ccc2c1Cl	0%	-5%	3%	1%	8%	4%	0.3%	3%
Cc1ccc(-n2c(N)c(S(=O)(=O)c3ccccc3)c3nc4ccccc4nc32)cc1	0%	-12%	?	-4%	-35%	11%	-3.5%	-8%
